Source: PubChem (National Center for Advancing Translational Sciences (NCATS))
LDHA inh – inhibitors of human lactate dehydrogenase A | 0.15% of 480,000 active | activity change, % (values are at about 110 or 230 µM) | purified LDHA, NADH/diaphorase-resazurin fluorescence; hits give low values | P00338 | AID 1347041; in the data active means activity change below about -30%; inconclusive means mostly about -25% to -30%;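 further: plate controls were DMSO wells for no effect and wells without enzyme for full effect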
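Remaining NADH was detected by diaphorase (0.133 mg/mL) converting 37 µM resazurin to fluorescent resorufin, read at 0 and 20 minutes. The preceding 5-minute room-temperature reaction used 2 nM LDHA, 0.2 mM sodium pyruvate and 0.06 mM NADH at pH 7.4.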
12-LOX inh – blocks human arachidonate 12S-lipoxygenase; purified 12hLO, xylenol orange hydroperoxide absorbance; AID 1671190; P18054; 1.1% of 580,000 active; Potency, µM (titrated, usually from 108 µM), for the others: at the highest dose activity change, negative = inhibition, actives largely listed as inhibitors; active means well fitted inhibition curve with a large enough effect; inconclusive means small, poorly fitted or top-dose-only effect, or another doubt; inactive means no such curve, though single readings can be large or run the other way; further: potency means the concentration at half of the fitted maximal effect
Target sequence (P18054 whole entry, looked up): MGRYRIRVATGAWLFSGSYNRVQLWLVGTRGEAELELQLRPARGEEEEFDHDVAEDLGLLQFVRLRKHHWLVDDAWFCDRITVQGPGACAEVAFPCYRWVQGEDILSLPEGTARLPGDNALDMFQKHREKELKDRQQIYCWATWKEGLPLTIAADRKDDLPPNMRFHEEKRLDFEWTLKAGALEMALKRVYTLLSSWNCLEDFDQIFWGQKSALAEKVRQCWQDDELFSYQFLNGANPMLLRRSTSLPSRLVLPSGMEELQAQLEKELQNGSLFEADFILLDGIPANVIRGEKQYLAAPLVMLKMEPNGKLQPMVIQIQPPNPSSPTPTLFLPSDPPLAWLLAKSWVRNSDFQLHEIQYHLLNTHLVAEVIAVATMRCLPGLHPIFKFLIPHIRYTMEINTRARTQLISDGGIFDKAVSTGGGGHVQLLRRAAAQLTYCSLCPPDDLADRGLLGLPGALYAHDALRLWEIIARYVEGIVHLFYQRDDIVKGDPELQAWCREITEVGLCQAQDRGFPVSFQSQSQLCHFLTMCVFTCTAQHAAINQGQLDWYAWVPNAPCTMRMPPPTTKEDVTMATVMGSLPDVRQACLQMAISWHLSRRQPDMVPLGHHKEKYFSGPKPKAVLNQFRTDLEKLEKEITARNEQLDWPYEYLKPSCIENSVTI
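Hydroperoxide product was detected by ferrous iron/xylenol orange as the 573 to 405 nm absorbance ratio. Arachidonic acid at 40 uM (final) was turned over for 30 min at room temperature by 150 nM human 12hLO, pH 7.0 Hepes buffer, after 15 min compound preincubation.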
An asterisk follows results filed as active; ? = inconclusive; [ ] = dose if it differs, or a comment. Unless noted, on the % scale 0 is the no-effect control and ±100 the full control effect.

Preview:
nr	smiles	LDHA inh	12-LOX inh
1	O=S(=O)(NCc1cn2ccsc2n1)c1ccccc1	8	?
2	CC(=O)NC(C)(c1ccccc1)c1nc(-c2cccc(C(F)(F)F)c2)cs1 (stereo unspecified)	-5	-10%

The whole of this part, from the start:
nr	smiles	LDHA inh	12-LOX inh
1	O=S(=O)(NCc1cn2ccsc2n1)c1ccccc1	8	?
2	CC(=O)NC(C)(c1ccccc1)c1nc(-c2cccc(C(F)(F)F)c2)cs1 (stereo unspecified)	-5	-10%
3	COc1ccc(NC(=O)c2cc(-c3sc(NC(=O)c4ccccc4)nc3C)n(-c3ccc(Br)cc3)n2)cc1	1	-1%
4	Cc1ccc2[nH]cc(C(C(=O)O)N3CCc4ccccc4C3)c2c1 (stereo unspecified)	3	?
5	CN1CCOC(CNC(=O)Cc2ccc(Cl)cc2)C1 (stereo unspecified)	6	-11%
6	Cc1ccccc1NC(=O)CSc1nc(=O)n(CCN(C)C)c2c1CCC2	5	-3%
7	CC(=O)c1ccc(NS(=O)(=O)c2ccc(-c3coc(C)n3)cc2)cc1	0	10%
8	COC(=O)c1ccc(/C=C/C(=O)c2ccc3cc(OC)ccc3c2)cc1	10	-21%
9	O=C(/C=C/c1ccc2c(c1)OCO2)NC1CCSC1=O (stereo unspecified)	-6	0%
10	O=C(NC1CC1)c1cc2c(s1)CCCCC2	10	-41%
11	Cc1nc2ccccc2n1CC(O)COc1ccccc1F (stereo unspecified)	-4	8%
12	CCc1ccc(C(=O)Nc2ccc3oc(C)nc3c2)cc1	1	-22%
13	CCOc1ccc(CNC23CC4CC(CC(C4)C2)C3)cc1	-7	43%
14	Cc1cccc(C)c1NC(=O)C(CCc1ccccc1)n1c(=O)c(-c2cc3ccccc3[nH]2)nc2ccccc21 (stereo unspecified)	-3	-3%
15	Cc1nn(Cc2ccc(F)cc2)c(C)c1NC(=O)c1cc(-c2cccs2)on1	5	-3%
16	CN1CCN(C(=O)c2cnc(N3CCOCC3)c3ccccc23)CC1	4	5%
17	O=C(O)CNC(=O)C(F)(F)C(F)(F)Cl	6	-26%
18	COC(=O)[C@@]12C[C@@H](CC(=O)NCCCCc3ccccc3)C(=O)N(Cc3cccc4ccccc34)C1=CCC(C)(C)C2	4	?
19	CC1CCN(S(=O)(=O)c2ccc(NC(=O)C3=COCCO3)cc2)CC1	4	3%
20	O=C(NNC(=O)c1c2c(nc3ccccc13)CCCC2)c1ccccn1	9	6%
21	CCN(C(=O)c1cccc(C(=O)OC)c1)C12CC3CC(CC(C3)C1)C2	5	?
22	CCC(C)NC(=O)Cn1c(=O)c2c(ncn2C2CCCC2)n(Cc2ccccc2)c1=O (stereo unspecified)	0	-1%
23	CCCCCn1nc(C(=O)Nc2ccc(Br)cc2F)c2ccccc2c1=O	2	10%
24	CC1(C)Cc2c(sc(NC(=O)C(=O)NCCO)c2C#N)CO1	-6	?
25	COC(=O)c1ccc(NC(=O)CSc2nnc(-c3ccccc3OC)n2-c2ccccc2)cc1	-5	?
26	COC(=O)c1ccc(/C=C/C(=O)c2cc(C)sc2C)cc1	14	-4%
27	COc1ccc2cc(C(=O)OC(C)C(=O)NC(C)(C)C)c(C)nc2c1 (stereo unspecified)	-15	37%[activator]
28	CCCCn1c(=O)[nH]c(=O)c2c1nc(COC(=O)/C=C/c1ccc(OC)c(OC)c1)n2C	0	-1%
29	N#CC1CCCc2c1[nH]c1ccccc21 (stereo unspecified)	9	54%[activator]
30	Cc1cc2c(c(SCC(=O)Nc3ccccc3)n1)C(=O)OC2	-37*	40%[activator]
31	O=C(c1ccc(Br)cc1)c1ccccc1C(=O)N1CCN(C(=O)C2CC2)CC1	5	1%
32	COc1cccc(CNC(=O)C(C)Oc2ccccc2)c1 (stereo unspecified)	1	13%
33	COC(=O)[C@@]12C[C@@H](CC(=O)NCCCN3CCCC3=O)C(=O)N(CCc3ccc(OC)c(OC)c3)C1=CCC(C)(C)C2	-5	-3%
34	Ic1ccc2noc(-c3ccccc3)c2c1	3	-33%
35	CCCCCCC/C=N/NC(=O)c1ccccc1	0	8%
36	CN(CC(=O)NC(=O)NC1CCCCC1)Cc1ccc2ccccc2c1	6	11%
37	O=C(NCCSCc1cccs1)C1CC1	-4	-24%
38	Cc1c2c(cc3c4c(c(=O)oc13)CCCC4)C(O)CC(C)(C)O2 (stereo unspecified)	9	?
39	Cc1ccc2ccccc2c1C(O)c1ncc(-c2ccc(C(F)(F)F)cc2)[nH]1 (stereo unspecified)	-11	-4%
40	CC(C)C[C@H]1CNC(=S)N1C[C@H]1CCCN1C[C@H](CC(C)C)N1C[C@H](Cc2ccc(O)cc2)N(CCc2ccccc2)C1=S	-19	-86%
41	O=C(Cc1ccccc1F)NCCc1c[nH]c2ccccc12	6	-15%
42	CCCCC(=O)N(C)c1c(CC)nc2c(OCC(=O)N3CCOCC3)cccn12	-37*	?
43	CC(=O)c1ccc(S(=O)(=O)N2CCCCCC2c2cccn2C)cc1 (stereo unspecified)	3	-28%
44	CCCC(=O)c1cc2c(cc1NC(=O)c1ccco1)OCCO2	-1	0%
45	Cc1ccc(-c2csc(C(C)(O)c3ccc(F)c(F)c3)n2)cc1C (stereo unspecified)	1	?
46	COCCn1c(-c2ccccc2Cl)n[nH]c1=S	-4	?
47	COc1ccccc1OCCN1C(=O)C(NC(C)=O)c2ccccc21 (stereo unspecified)	-5	22%
48	N=C1C(c2nc3ccccc3c(=O)[nH]2)=C(O)CN1c1ccc(Cl)cc1	6	2%
49	Cc1cc(C)cc(C(=O)NCC(=O)OCc2ncc(-c3ccccc3)o2)c1	3	-2%
50	Cc1cc(C(O)c2ncc(-c3cccc(F)c3)[nH]2)ccc1F (stereo unspecified)	-5	?

Next structures
nr	smiles	LDHA inh	12-LOX inh
51	Cc1noc(C)c1S(=O)(=O)NC(=O)C1(C)CCN1C(=O)Cc1ccc(Cl)cc1Cl (stereo unspecified)	2	?
52	NCCOc1cccc(C(F)(F)F)c1	8	14%
53	COc1ccc(Cc2nc3c4c(C)c(C)n(CC(C)C)c4ncn3n2)cc1OC	-1	-16%
54	CCOc1ccc(CNC(=O)CC(C)n2ccc(C)n2)cc1 (stereo unspecified)	-1	-1%
55	Cc1ccc(S(=O)(=O)N2CCN(C(=O)CCc3ncc(-c4ccccc4Cl)o3)CC2)cc1	1	-19%
56	C#CCNC(=O)CN1CCN(C(=O)c2ccc(F)cc2)CC1	1	?
57	CC(Oc1ccc(F)c(F)c1)C(=O)NCCC(=O)N1CCOCC1 (stereo unspecified)	3	-4%
58	Cc1ccccc1Cn1nc(C)c(NS(=O)(=O)c2c(C)nn(C(F)F)c2C)c1C	-9	53%
59	O=C(c1cccc2ccccc12)N(Cc1ccc2[nH]ccc2c1)C1CC1	0	?
60	COc1ccc(C(=O)/C(C#N)=C\c2ccccc2I)cc1	-1	?
61	CC(C)Oc1cc(F)ccc1-c1cc(C(=O)NCC2CCCCC2)[nH]n1	2	1%
62	Cc1c(C(=O)NCc2ccc(Cl)c(Cl)c2)sc(=O)n1Cc1ccc(S(=O)(=O)N(C)C)cc1	-4	-20%
63	Cc1ccc(-n2ncc(C(=O)N3CCCC3)c2-n2cccc2)cc1	-1	?
64	OC[C@@H]1CN(CCc2ccccc2)C[C@H](n2cnc3c(NCc4ccc(F)cc4)ncnc32)O1	2	-9%
65	CCN1CCN(C(=O)c2cc3ccccc3oc2=O)CC1	-2	-16%
66	CC(Oc1cc2oc(=O)cc(-c3ccccc3)c2cc1Cl)C(=O)NCCCO (stereo unspecified)	-1	33%[activator]
67	Cc1ccc(NC(=O)C(=O)NCC(c2cccnc2)N2CCN(c3ccccc3F)CC2)cc1F (stereo unspecified)	3	-1%
68	COc1ccc(Cc2nc(C)c(-c3ccccc3)s2)cc1OC	5	?
69	COc1cc(C)c(C)cc1S(=O)(=O)n1nnc2ccccc21	4	?
70	CCOc1ccc(CNc2ccccc2)cc1	18	9%
71	Cc1nc(C)c(C(=O)C2=C(O)C(=O)N(CCN3CCOCC3)C2c2ccc(C(C)(C)C)cc2)s1 (stereo unspecified)	?	?
72	C=CCNS(=O)(=O)c1cccc(C(=O)Nc2ccc(N3CCCCC3)c3ccncc23)c1	41	15%
73	Cc1ccc(NC(=S)NNC=O)cc1	1	?
74	CC1CCCN(CCS(=O)c2ccccc2)C1 (stereo unspecified)	-9	?
75	CCOc1ccc(S(=O)(=O)n2ccnc2C)cc1C(C)(C)C	-7	48%[activator]
76	O=C(NCc1ccccc1)C(c1ccncc1)n1c(=O)c(-c2cc3ccccc3[nH]2)nc2ccccc21 (stereo unspecified)	-2	?
77	O=C(NCCc1cccs1)c1ccc(CN2C(=O)CCn3nccc32)cc1	5	-2%
78	C#Cc1ccc(NC(=O)C2(C)CCN2C(=O)c2ccccc2CCc2ccccc2)cc1 (stereo unspecified)	-6	-5%
79	CC(C)(C)C(=O)NCCCNC(=O)c1cccs1	1	-14%
80	COc1ccc2c(-c3ccccc3)cc(SCC(=O)NC3CC3)nc2c1	0	?
81	C/C(=N/NC(=O)c1cccs1)c1ccc2ccccc2c1	-6	11%
82	CCc1nc2c(OCC(=O)c3ccc(F)cc3)cccn2c1N(C)C(=O)c1ccc(OC)cc1	2	-22%
83	CCCN1C(SCC(=O)Nc2ccc(CC)cc2)=NS(=O)(=O)c2ccccc21	-1	2%
84	O=C(COc1ccccc1Cl)Nc1ccc(-n2cnnn2)cc1	-10	12%
85	COc1ccc(/C=C/c2nc3ccccc3s2)cc1OC(F)F	6	-6%
86	CC(=O)c1ccc(Nc2nc(C(N)c3ccccc3Cl)cs2)cc1 (stereo unspecified)	-3	-10%
87	CCC(c1nnnn1-c1c(C)cccc1C)N1CCN(c2cccc(C(F)(F)F)n2)CC1 (stereo unspecified)	-8	-54%
88	COc1cccc(OCCn2c(C)nc3cc(C)c(C)cc32)c1	9	64%[activator]
89	CC(C)CCN(C)C1CCN(C(=O)Nc2ccc(Cl)cc2)CC1	-8	-7%
90	Cc1ccoc1C(=O)OCc1cccc(C#N)c1	0	14%
91	NC(=O)CN1C(=O)C2(CC(=O)Nc3c2cnn3Cc2ccccc2Cl)c2ccccc21 (stereo unspecified)	-3	1%
92	O=C(Cn1ncc2ccccc2c1=O)NC1CCCCC1	-6	-22%
93	O=C(NCC1CCCO1)c1[nH]c(C(F)(F)F)nc1-c1ccccc1 (stereo unspecified)	-2	-5%
94	CCN1CCC2(CC1)N=C(SCC(=O)Nc1ccc(F)cc1F)C(c1ccccc1)=N2	11	?
95	C=CCOc1ccc(CNCc2ccco2)cc1OCC	-1	-5%
96	CN1CCN(C2CN(C3CCCC3)S(=O)(=O)C2)CC1 (stereo unspecified)	1	-4%
97	CCNC(=O)c1ccc(CN2C(=O)C(C)=C(c3ccc(C)c(C)c3)S2(=O)=O)cc1	-8	-12%
98	C=CCNC(=O)c1nc(-c2cccc3[nH]ccc23)no1	6	5%
99	Cc1ccc(F)cc1C(=O)N1CCOCC1c1cc(C(=O)NCc2ccccc2)no1 (stereo unspecified)	-6	9%
100	Cc1nc2cc(NC(=O)COc3cccc(Cl)c3)ccc2o1	-13	-18%

Structural class: those above with an aryl thioether with sulfur outside any ring.
nr	smiles	LDHA inh	12-LOX inh
6	Cc1ccccc1NC(=O)CSc1nc(=O)n(CCN(C)C)c2c1CCC2	5	-3%
25	COC(=O)c1ccc(NC(=O)CSc2nnc(-c3ccccc3OC)n2-c2ccccc2)cc1	-5	?
30	Cc1cc2c(c(SCC(=O)Nc3ccccc3)n1)C(=O)OC2	-37*	40%[activator]
80	COc1ccc2c(-c3ccccc3)cc(SCC(=O)NC3CC3)nc2c1	0	?

Remaining list, next part.
nr	smiles	LDHA inh	12-LOX inh
101	O=C1NC[C@H](CCCCN2C[C@H](Cc3ccccc3)N(Cc3ccccc3)C(=O)C2=O)N(CC2CCCCC2)C1=O	-5	1%
102	O=C(Nc1ccc2c(c1)OCO2)c1csc([C@@H]2C[C@H](O)[C@@H](CO)O2)n1	7	-4%
103	Cc1nc(Cc2nc(-c3ccc4c(c3)OCCCO4)cs2)cs1	1	9%
104	CS(=O)Cc1cccc(C(=O)NC2CCN(Cc3ccc(Cl)cc3)CC2)c1 (stereo unspecified)	1	?
105	CCc1c(C)sc(NC(=O)C(F)(F)C(F)(F)C(F)(F)C(F)(F)F)c1C#N	15	10µM*
106	CC(C)OC(=O)COc1ccc2c(=O)c(Oc3ccccc3Br)coc2c1	-7	-1%
107	COc1ccc(C2CC(=O)C=C(Nc3ccccc3)C2)cc1 (stereo unspecified)	-2	0%
108	O=S(=O)(Nc1cccc(F)c1)c1ccc(-c2cnc(C3CC3)o2)cc1	2	-17%
109	Cc1ccc(S(=O)(=O)N2C[C@H]3[C@H]4C(=O)N(C5CCCCC5)C(=O)[C@H]4CC(=O)[C@H]3[C@@H]2c2cccc3ccccc23)cc1	-4	?
110	Cc1ccc2oc(C(=O)Nc3cccc(Cl)c3C)cc(=O)c2c1	1	?
111	C1CCN(C2(CNC3CCCC3)CCCCC2)CC1	-8	?
112	CC1(C(=O)NCc2ccc(C(F)(F)F)cc2)CCN1Cc1ccccc1OC(F)F (stereo unspecified)	1	-36%

A portion of the library; rates above refer to the full screens.
